# Assay outcomes as filed in PubChem.
# KDM5B inhibitor: blocks human KDM5B histone demethylase activity | KDM5B demethylase, FDH-coupled NADH fluorescence (FDH is formaldehyde dehydrogenase) | Potency, µM (top dose mostly 57.7 µM), for inactives: at the highest dose activity change, negative = inhibition, most hits filed as inhibitors | 2.6% of 220,000 active | AID 1347165; active = well fitted inhibition curve with a large enough effect; inconclusive = small, poorly fitted or top-dose-only effect; inactive = no such curve, though single readings can be large or run the other way; also: 0% is about no effect; nearly all actives have a fitted effect of over 70% in size
# Target sequence (Q9UGL1 whole entry, looked up): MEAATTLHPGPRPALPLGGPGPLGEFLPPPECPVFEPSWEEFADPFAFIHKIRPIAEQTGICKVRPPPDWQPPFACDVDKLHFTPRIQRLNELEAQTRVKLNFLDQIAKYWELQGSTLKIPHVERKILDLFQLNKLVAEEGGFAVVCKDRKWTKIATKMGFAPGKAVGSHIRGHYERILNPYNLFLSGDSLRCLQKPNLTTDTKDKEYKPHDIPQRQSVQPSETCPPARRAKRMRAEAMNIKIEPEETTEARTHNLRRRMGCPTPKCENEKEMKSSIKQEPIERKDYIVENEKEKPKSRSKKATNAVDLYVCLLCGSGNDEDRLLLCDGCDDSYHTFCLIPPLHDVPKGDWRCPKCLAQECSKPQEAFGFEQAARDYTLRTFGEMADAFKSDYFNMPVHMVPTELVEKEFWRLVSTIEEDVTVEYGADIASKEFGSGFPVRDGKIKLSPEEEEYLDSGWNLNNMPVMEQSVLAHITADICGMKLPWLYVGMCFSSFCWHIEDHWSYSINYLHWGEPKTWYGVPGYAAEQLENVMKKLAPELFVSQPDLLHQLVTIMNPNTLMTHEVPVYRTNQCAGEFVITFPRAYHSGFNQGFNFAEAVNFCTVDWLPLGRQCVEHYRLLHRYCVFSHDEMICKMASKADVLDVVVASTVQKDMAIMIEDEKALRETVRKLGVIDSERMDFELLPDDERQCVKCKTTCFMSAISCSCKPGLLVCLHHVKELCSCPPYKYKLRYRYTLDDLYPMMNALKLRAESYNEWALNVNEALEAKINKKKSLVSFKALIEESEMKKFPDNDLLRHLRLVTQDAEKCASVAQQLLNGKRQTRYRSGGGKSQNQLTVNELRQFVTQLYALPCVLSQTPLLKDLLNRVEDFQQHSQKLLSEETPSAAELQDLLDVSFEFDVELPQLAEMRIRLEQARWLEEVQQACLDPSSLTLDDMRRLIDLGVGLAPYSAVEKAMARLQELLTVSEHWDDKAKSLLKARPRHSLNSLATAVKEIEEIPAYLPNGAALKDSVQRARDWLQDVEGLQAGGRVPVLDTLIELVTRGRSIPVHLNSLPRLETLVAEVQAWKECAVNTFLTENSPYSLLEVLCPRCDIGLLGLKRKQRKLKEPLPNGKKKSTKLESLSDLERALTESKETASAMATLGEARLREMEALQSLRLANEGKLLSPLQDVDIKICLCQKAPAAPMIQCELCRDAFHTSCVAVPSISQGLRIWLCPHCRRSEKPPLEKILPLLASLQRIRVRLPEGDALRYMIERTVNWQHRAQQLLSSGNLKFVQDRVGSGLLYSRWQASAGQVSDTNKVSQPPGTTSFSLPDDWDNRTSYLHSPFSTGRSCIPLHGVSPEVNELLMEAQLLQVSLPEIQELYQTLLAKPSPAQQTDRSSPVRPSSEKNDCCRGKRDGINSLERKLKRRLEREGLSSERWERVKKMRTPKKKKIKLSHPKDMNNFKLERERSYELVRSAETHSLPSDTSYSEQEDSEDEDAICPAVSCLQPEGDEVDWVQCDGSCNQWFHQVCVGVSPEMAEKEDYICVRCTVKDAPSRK
#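 Inhibition is measured as reduced NADH fluorescence generation from FDH coupling to formaldehyde release. Truncated KDM5BΔAP at 200 nM final acts on H3K4me3 peptide (12.5 µM in substrate mix) in pH 7.5 HEPES buffer with Tween-20, 30 min, room temperature.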
# Numbers without * were called inactive; i = inactive; ? = inconclusive; & = joins results of further samples; [ ] = another dose, or the depositor's remark. Potency is read from the fitted curve at half-maximal effect. The list is partial (hit frequency here may not be typical).
# Start of the listing, in advance (two entries):
Compound	KDM5B inhibitor
O=[N+]([O-])c1ccc(C=NCC23CCC4CC(CC(C4)C2)C3)cc1	-7%
COc1ccccc1-c1c(C)nn2c(N3CCN(c4ccc(F)cc4)CC3)cc(C)nc12	-5%

# The whole of this part (from the top)
Compound	KDM5B inhibitor
O=[N+]([O-])c1ccc(C=NCC23CCC4CC(CC(C4)C2)C3)cc1	-7%
COc1ccccc1-c1c(C)nn2c(N3CCN(c4ccc(F)cc4)CC3)cc(C)nc12	-5%
Cc1ccc2[nH]c(=O)c(CN(C(=O)c3cccc([N+](=O)[O-])c3)C(C)C)cc2c1	20%
CCOc1ccc(C(=O)Cn2cnc3c2c(=O)n(C)c(=O)n3C)cc1	10%
COCC(=O)N1CCC(Oc2ncccc2C(=O)N(C)C)CC1	16%
O=C(OCC(=O)N1CCCCC1)c1cc(-c2cccs2)nc2ccccc12	i
C=CCNC(=O)N[C@H]1[C@H](O)[C@@H](Sc2ccccc2)[C@@H]2OC[C@H]1O2	-13%[86.2 µM]
COCC1CN(S(=O)(=O)c2ccc3c(c2)CCCC3)CC12CCNCC2 (stereo not drawn)	-23%
CCOc1ccc(-n2c(=O)c3c(C)c(C(=O)N(C)C)sc3n(Cc3cc(C)ccc3C)c2=O)cc1	-23%
CN(C)N=Nc1ccc2nc[nH]c2c1	-6%
COCC1CN(C(C)=O)CC12CCN(C(=O)Cc1cccc(F)c1)CC2 (stereo not drawn)	-11%
Cc1ccc(C(=O)N2CCC(CC(=O)NCc3ccccc3)C2)cc1C (stereo not drawn)	-6%
COc1ccc(OC)c(NC(=O)CSc2c3c(nc4ccccc24)CCCC3)c1	-17%
O=C(CCSc1ccc(F)c(F)c1)Nc1ccc(-n2cnnn2)cc1	64%[activator]
O=C(NCCc1cccnc1)c1cc2n(n1)CC(c1ccc(Br)cc1)OC2 (stereo not drawn)	7%
CCOCN(C(=O)Cn1c(COC)nc2ccccc21)c1c(C)cccc1CC	-5%
COc1ccc(CC(=O)NCc2nnc3ccccn23)c(OC)c1	12%
Cc1cccc(N2CCn3c2nc2c3c(=O)n(C/C=C/c3ccccc3)c(=O)n2C)c1	?
CC1CCN(C(=O)CSc2nnc(-c3ccccc3Cl)n2C2CCCC2)CC1	3%
Cc1ccc(S(=O)(=O)c2nnn3c2nc(N2CCN(c4ccccc4F)CC2)c2ccccc23)cc1C	-10%
CN(c1ccccc1)c1nccc(=O)[nH]1	19%
COc1ccc(N2CCN(C(=O)COc3ccc(NC(C)=O)cn3)CC2)cc1	-5%
O=C(O)C[C@@H]1CCN(C(=O)C(=O)O)C[C@@H]1CC1=NCCc2cc(F)ccc21	?
CCN(C(=O)C(C)S(=O)(=O)Cc1ccccc1Cl)c1ccccc1 (stereo not drawn)	-8%
CN1C(=O)C(CC(=O)NCC2CCN(Cc3ccccc3F)CC2)=C2CCCCC21 (stereo not drawn)	-27%
COc1ccc(C2(C(=O)N3CC[C@H](CO)[C@H](NC(=O)C4CC4)C3)CC2)cc1	0%
Cc1ccc(C2Cn3nnc(C(=O)N4CCC(C(=O)NC(C)c5ccccc5)CC4)c3CO2)cc1 (stereo not drawn)	17%
CC(C)C(=O)Nc1ccc(C2(C(=O)N3CCCCC3)CCCCC2)cc1	3%
CCOC(=O)c1cccc(NC(=O)Nc2c(C)n(C)n(-c3ccccc3)c2=O)c1	12%
COc1ccc(S(=O)(=O)N2CCC(n3cnnc3C3CC3)CC2)cc1	4%
Cc1ccc(OCC(=O)Nc2ccc3c(C)cc(=O)oc3c2)cc1	?
CCCn1ccc2c(OCC(=O)NCc3ccc(F)cc3)cccc2c1=O	?
Cc1ccc(NS(=O)(=O)c2ccc3c(c2)c(=O)n(CC(=O)N2CCCCCC2)c(=O)n3C)cc1C	2%
COc1ccc(OCc2nc(C3CN(C(=O)Cc4c[nH]c5ccccc45)C3)no2)cc1	12%
COc1ccc(NC(=O)c2ncoc2-c2ccc(C)o2)cc1OC	-21%
Cc1ccc(-n2c(C3CCN(C(=O)c4ccc(C(C)(C)C)cc4)CC3)n[nH]c2=O)cc1	-12%
O=C(Nc1ccnn1C1CCN(CCO)CC1)c1ccccc1Cl	11%
CN(Cc1ccco1)C(=O)CCc1c[nH]c2ccccc12	-1%
CCCCOc1ccc(C(=O)Nc2ccc3oc(-c4cccnc4)nc3c2)cc1	-8%&-9%
Cc1noc(/C=C\c2ccc(S(=O)(=O)N3CCCCC3C)cc2)c1NC(=O)C1CC1 (stereo not drawn)	i
Oc1ccccc1Nc1nc(-c2ccccc2)c2cc(Cl)ccc2n1	-15%
O=C(c1ccc(Cl)cc1Cl)N1CCN(c2cc(-c3cccs3)[nH]n2)CC1	-13%
CCOc1cccc(CNC(=O)CCC2CCN(S(=O)(=O)c3ccccc3)CC2)c1	-18%
O=c1[nH]c(N2CCOCC2)nc2c1CCN(Cc1ccc(Cl)cc1F)CC2	-3%
COc1ccc(N2Cc3c(ncnc3N3CCC(N4CCOCC4)CC3)N(C)CC2=O)cc1	18%
Cc1ccc(C(=O)N2CCN(CCc3ccncc3)CC2)cc1	-9%
COc1ccccc1CNC(=O)CN(c1ccc(C)cc1)S(=O)(=O)c1c(C)noc1C	0%
CC(C(=O)c1ccccc1)C1(O)C(=O)Nc2ccc(Br)cc21 (stereo not drawn)	18%
CNC(=O)C1(N2CCC[C@H]2C(=O)N2CCCC2)COC1	13%[115 µM]
Cc1ccnc(NC(=O)c2c(C)oc3ncn(CC(C)C)c(=O)c23)c1	-8%
CN1CC2(CCN(C(=O)c3cc4ccccc4[nH]3)CC2)CC1C(=O)N1CCOCC1 (stereo not drawn)	?
CC(CC(=O)NCCc1ccccn1)c1ccccc1 (stereo not drawn)	15%
CCC1(N2CCN(C)CC2)CCN(C(=O)CCC2CCCC2)C1 (stereo not drawn)	-23%
COc1ccccc1-c1cc(C(=O)NCc2cccnc2)nn2cccc12	7%[115 µM]
CC12CC3(C)CC(C(=O)O)(C1)CC(C(=O)O)(C2)C3	12%
N#Cc1cccc(CN2Cc3[nH]cnc3C[C@H]2c2nc(-c3cnccn3)no2)c1	-21%[86.2 µM]
Cc1ccc(Nc2c3c(nc4ccccc24)CCC3)c(Br)c1	8%
COc1ccc(C23CC4CC(CC(C(=O)O)(C4)C2)C3)cc1	-12%
CC(C)c1ccc(OCC(=O)c2ccc3c(c2)N(CCCC(=O)N2CCOCC2)C(=O)CO3)cc1	-30%
COc1ccc(CCNC(=O)CCc2c(C)nc3cc(-c4ccccc4)nn3c2C)cc1OC	?

# In the list so far, three contain a thiophene ring, fused or not.
Compound	KDM5B inhibitor
O=C(OCC(=O)N1CCCCC1)c1cc(-c2cccs2)nc2ccccc12	i
CCOc1ccc(-n2c(=O)c3c(C)c(C(=O)N(C)C)sc3n(Cc3cc(C)ccc3C)c2=O)cc1	-23%
O=C(c1ccc(Cl)cc1Cl)N1CCN(c2cc(-c3cccs3)[nH]n2)CC1	-13%

# (further entries)
canonical_smiles	KDM5B inhibitor
COC(=O)C1=C(C)OC(N)=C(C#N)C1c1ccc(C(C)C)cc1 (stereo not drawn)	?
COc1ccc(-c2cc(C(=O)Nc3c(F)cc(F)cc3Br)no2)cc1	4%
Cc1ccc(CNc2cc(C)nc3nc(-c4ccc(C)cc4)nn23)cc1	-32%
CCN(CC)C(=O)c1c(C)sc2ccn(Cc3ccc(F)cc3)c(=O)c12	25µM*
CC(C)C(=O)/C=C(\N)C(Cl)(Cl)Cl	10%
CC(=O)N1CCC(C(=O)N(C)CC(=O)Nc2ccccc2C(F)(F)F)CC1	20%
Cc1ccc2[nH]c(C(=O)Nc3c(C)n(C)n(-c4ccccc4)c3=O)cc2c1	7%
CNC(=O)[C@@H]1CN(C(=O)c2ccccc2C(F)(F)F)C[C@H]1CO	21%
Cc1ccc(CNCCN2CCCC2)cc1C	23%
CC(C)(C)c1ccc(NC(=O)CSc2n[nH]c(=O)n2C2CC2)cc1	-4%
Cc1cc(NC(=O)CC2CCCC2)ccc1Br	2%
COc1cccc(N2C(=O)NC(=NC3CCCC3)C23CCCN(CCC(C)C)C3)c1 (stereo not drawn)	-1%[115 µM]
CCN(CC)c1nn2c(=O)c(C(=O)NCc3ccc(N(C)C)cc3)cnc2s1	-19%
O=C1CC(c2nnc(Cc3ccc(Cl)cc3)o2)CN1c1ccccc1 (stereo not drawn)	1%
COc1cccc(-c2nc3ccc(-c4ccc5c(c4)OCO5)cc3o2)c1OC	i
COc1ccc2c(c1)c(C(C(=O)O)N1CCN(c3ccc(C)cc3C)CC1)cn2CCC(=O)O (stereo not drawn)	1%
CC(Oc1ccccc1Cl)C(=O)NC(c1ccccc1)c1ccccc1 (stereo not drawn)	1%
Cc1cccc2nc(CNC(=O)c3cc(COc4ccc(F)cc4F)on3)cn12	-1%
CCCn1nc(C(=O)Nc2cc(C(=O)OC)ccc2C)c2ccccc2c1=O	9%
CCN1CCN(CC(O)COc2cccc(CNCCc3cccc(C)n3)c2)CC1 (stereo not drawn)	-14%
COc1ccccc1CC(=O)N1CC[C@@H]2NC(=O)[C@H]3C[C@H](NC(=O)C4CC4)CN3C(=O)[C@H]21	-18%[86.2 µM]
CCCCC(=O)Nc1ccc2oc(-c3ccc(Cl)cc3)nc2c1	28%
Cc1ccc(-c2nnc(C3CCN(S(=O)(=O)c4ccc(C)c(C)c4)CC3)o2)cc1	3%
CCOCC(=O)N1CCC(c2nc(-c3cccnn3)no2)CC1	34%[activator]
COc1cccc(OCC(=O)NCc2cccc(CN3CCCC3)c2)c1	7%
CC1CCN(S(=O)(=O)c2ccc3c(c2)CCN3C(=O)Nc2cccc(Br)c2)CC1	-27%
OCC1(CN2CCCC2)CCN(Cc2ccc(OC(F)(F)F)cc2)CC1	17%
CCCCn1c(=O)[nH]c(=O)c2c1nc(CSc1nnnn1C)n2CCC	-13%
CN1CCN([C@H]2CCN(Cc3cccs3)C[C@H]2CCC(=O)O)CC1	-19%
O=C1CCC/C(=N/NS(=O)(=O)c2ccc(Br)cc2)C1	11%
CCCN(C(=O)Cc1c(C(=O)O)[nH]c2ccc(Cl)cc12)c1ccc(OCC)cc1	-25%
COC[C@@H]1[C@H](C(=O)NCc2cc(F)cc(F)c2)CCC(=O)N1C	7%
CCn1cc(S(=O)(=O)NCCc2ncc(C)n2C2CC2)cn1	-38%
COc1cccc(-c2nc(CS(=O)(=O)CC(=O)Nc3cccc(C(F)(F)F)c3)c(C)o2)c1	10%
COC[C@H]1CCCN1[C@@H]1[C@H](O)[C@H](CO)O[C@@H]1CNS(=O)(=O)c1cccs1	?
COc1ccc(-c2cn3nc(N4CCC(C(=O)Nc5cc(Cl)ccc5C)CC4)sc3n2)cc1	-21%
Cc1ccc2c(c1)N1C(=O)OC[C@@H]1CCN(C1CCOCC1)C2	9%[86.2 µM]
CC[C@H]1CN(C(=O)NC2CCCCC2)CC[C@H]1CC(=O)Nc1ccccc1	-11%[86.2 µM]
Cc1cc(C(=O)COc2ccc3ccc(=O)oc3c2)c(C)n1C1CC1	169%[activator]
Cc1ccc2c(c1)N(CC(=O)c1cn(C)c3ccccc13)C(=O)CO2	3%
O=C(CCC(=O)c1ccc(Cl)cc1)OCC(=O)c1cccc([N+](=O)[O-])c1	15%
O=C(Nc1ccccc1F)C1Sc2nnc(-c3ccccc3)n2NC12CCCCC2 (stereo not drawn)	12%
Cc1c(-c2ccccc2)nc2ccccc2c1C(=O)NC(C)C	9%
COc1ccccc1Nc1nc(-c2ccc(CC(=O)N3CCOCC3)s2)cs1	-27%
Fc1ccc(OC2CNC2)cc1	6%[230 µM]
N#CCCNC12CC3CC(CC(C3)C1)C2	4%
Cc1ccccc1OCc1nc(C#N)c(NCCN2CCOCC2)o1	6%
CCC(C)n1c(SCc2ccc(F)cc2Cl)nc2ccsc2c1=O (stereo not drawn)	-9%
COc1cccc([S+](=O)([O-])N2CCCC3(COc4ccccc4C(=O)N3)C2)c1 (stereo not drawn)	25µM*
O=C(CCN1CCN(c2cnccn2)CC1)Nc1ccccc1F	?

# Quoted at random: 2 entries already listed
canonical_smiles	KDM5B inhibitor
CCC(C)n1c(SCc2ccc(F)cc2Cl)nc2ccsc2c1=O (stereo not drawn)	-9%
COc1ccccc1Nc1nc(-c2ccc(CC(=O)N3CCOCC3)s2)cs1	-27%

# The listing continues:
canonical_smiles	KDM5B inhibitor
COc1cc(C(=O)OC2CCCCC2=O)ccc1OCc1ccccc1Cl (stereo not drawn)	-12%
CC(C)(N)C(=O)NC1CCCN(C2Cc3ccccc3C2)C1 (stereo not drawn)	-45%
COc1ccc(-n2ccn(CC(=O)Nc3ccccc3C)c2=O)cc1	-12%
CC(=O)N1Cc2ccccc2OC2(CCN(C(=O)c3ccc(Cl)cc3)CC2)C1	18%[115 µM]
COCC1CCN(S(=O)(=O)N2CCCCC2CCc2ccccc2)CC1 (stereo not drawn)	28%
CC(C)NC(=O)c1cc(Br)c(Br)s1	24%
c1ccc(-c2ccc(CNC3CC3)cc2)cc1	-2%
CC1CCN(c2ccc(-c3cccc(N)c3)nn2)CC1	-6%
CCc1nc2c(c(-c3ccc(Cl)cc3)n1)CCN(Cc1cccc3ccccc13)CC2	?
COc1ccc(/C=C/C(=O)c2ccc(Br)cc2)cc1	-6%
O=C(O)CCCSc1ccc(Cl)cc1	28%
Cc1nc2c(-c3ccccc3)c(C)nn2c(C)c1CCC(=O)NCc1ccc(F)cc1	-18%
Cc1ccc(S(=O)(=O)N(CC(=O)Nc2ccc3c(c2)OCO3)c2cc(Cl)cc(Cl)c2)cc1	-27%
COc1ccc(NC(=O)c2nnn(CC(=O)Nc3cccc(C)c3C)c2N)c(OC)c1	?

# In a second layout: two of the compounds above.
O=C(O)CCCSc1ccc(Cl)cc1
  KDM5B inhibitor: 28%
Cc1nc2c(-c3ccccc3)c(C)nn2c(C)c1CCC(=O)NCc1ccc(F)cc1
  KDM5B inhibitor: -18%
